# Compound activity from PubChem BioAssay.
# 14-3-3g Raf: modulators of 14-3-3 gamma protein binding, primary screen, biochemical, fluorescence polarization. 14-3-3 protein gamma (Homo sapiens), P61981. FP, 14-3-3gamma / TMR-pS259-Raf peptide binding. inhibition, % at 40 µM. 0.19% of 160,000 active; in the data active = inhibition above about 30%;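 note: 0% = protein plus tracer without compound and 100% = blank with tracer alone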
# Target sequence (P61981 whole entry, looked up): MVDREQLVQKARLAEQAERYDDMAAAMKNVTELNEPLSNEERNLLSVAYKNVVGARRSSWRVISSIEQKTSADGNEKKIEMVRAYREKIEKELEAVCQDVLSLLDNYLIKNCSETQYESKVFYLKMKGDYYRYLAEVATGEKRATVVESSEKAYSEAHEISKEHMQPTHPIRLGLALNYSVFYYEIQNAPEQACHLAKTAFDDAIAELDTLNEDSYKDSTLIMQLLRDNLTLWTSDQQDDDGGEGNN
# * marks the source's active call; other numbers are inactive results; & = joins results of further samples. Only part of the results is shown, so the mix of outcomes need not match the whole.
SMILES,14-3-3g Raf
CCOC(=O)c1[nH]c(C)c(C(=O)Nc2ccc(C)cc2C)c1C,2.3
CCCc1nc(N2CCCCC2)c(C#N)c2c1CCCC2,2.8
Nc1nnnn1/N=C/C(Br)=C/c1ccccc1,-7.4
CCOC(=O)Cc1csc(NS(=O)(=O)c2ccc3c4c(cccc24)C(=O)N3CC)n1,3.6&4.8
COC(=O)CNc1n[nH]c(=O)[nH]c1=O,-14.7
O=C(Nc1cccc(C(F)(F)F)c1)c1ccc(F)c(S(=O)(=O)N2CCc3ccccc3C2)c1,-3.6
COc1ccc(Nc2ncc(C(=O)N3CCOCC3)c3ccccc23)cc1,-3.4
Cc1cc(C(=O)N2CCCCC2C)ccc1[N+](=O)[O-] (stereo unspecified),0.0
CCOc1cc(C2CC(=O)N3CN(C4CCCCC4)CSC3=C2C#N)ccc1O (stereo unspecified),-6.8
CC(=O)c1ccc(NC(=O)COc2cc(C)ccc2C(C)C)cc1,-12.6
COCCn1c(=O)[nH]c2cc(C(=O)N3CCN(c4ccc(OC)cc4)CC3)ccc2c1=O,0.7
O=C(c1ccncc1)N1CCN(C(=O)c2cccc(F)c2)CC1,3.5
Cc1ccc(-c2cc(C(=O)NCCN3CCOCC3)no2)cc1,-8.2
O=C1CN(C(=O)COc2ccc(Cl)cc2)C(c2ccccc2)c2cc(F)ccc2N1 (stereo unspecified),-5.4
CC(C)(C)C1CCc2onc(C(=O)Nc3ccc(Br)cc3)c2C1 (stereo unspecified),1.2
CC1CCCCC1n1cnc2cc(C(=O)O)ccc21 (stereo unspecified),-1.2
CCS(=O)(=O)N1CCC(c2nc(-c3ccc(C)cc3)no2)CC1,5.8
COc1ccc(C)cc1NC(=O)C1CCN(S(=O)(=O)c2c(C)noc2C)CC1,-28.4
O=c1cc(N2CCc3ccccc3C2)[nH]c(=O)n1-c1ccc(Cl)cc1,-0.7
O=C1CC(N2CCN(c3ccc(S(=O)(=O)N4CCOCC4)cc3)CC2)C(=O)N1Cc1ccccc1 (stereo unspecified),-9.1
Cc1cccc(C)c1N1C(=O)c2ccc([N+](=O)[O-])cc2C1=O,-4.6
COc1ccc(CNC(=O)c2cnn3c2NC(c2ccc(OC)c(OC)c2)CC3C(F)(F)F)cc1 (stereo unspecified),1.4
Cc1ncc(CO)c2cc(C(=O)Nc3cccc(F)c3)c(=Nc3ccccc3)oc12,-6.1
Cc1sc2ncn(Cc3cccc(F)c3)c(=O)c2c1C,-5.8
COc1ccccc1NC(=O)c1cccc(NC(=O)c2ccco2)c1,-10.3
COc1cc(CC(=O)OC2CCOC2=O)cc(OC)c1OC (stereo unspecified),-1.8
CCOc1cc2[nH]c(=S)n(CCCN3CCCCC3CC)c(=O)c2cc1OCC (stereo unspecified),-91.8
CCc1ccccc1N1CSC2=C(C#N)C(c3cc(OC)c(OC)cc3OC)CC(=O)N2C1 (stereo unspecified),-3.4
CC(C)Cn1c(N)c(C(=O)CSc2nnnn2-c2ccc(Cl)cc2)c(=O)n(C)c1=O,-2.7
COCCOC(=O)C1=C(C)NC2=C(C(=O)CCC2)C1c1ccc(-c2ccccc2)cc1 (stereo unspecified),2.2
Cc1ccc(NS(=O)(=O)c2cc(Br)cc3c2N(C(=O)C2CC2)CC3)c(C)c1,-14.6
CNc1cc(-n2nc(C)cc2-c2ccccc2)ncn1,-6.2
COc1ccccc1Cn1c(CCCO)nc2ccccc21,-2.7
CCOc1ccccc1CN(Cc1ccco1)S(=O)(=O)c1ccc(-n2cnnn2)c(OC)c1,-3.7
Cc1cccc2oc(-c3ccc(N=Cc4cccc([N+](=O)[O-])c4O)cc3)nc12,3.2
CC1=C(C(=O)Nc2cc(C(F)(F)F)ccc2Cl)C(c2ccc3c(c2)OCO3)C2=C(CCCC2=O)N1 (stereo unspecified),-3.9
CCc1cc2c(=O)c(-c3ccc4c(c3)OCO4)c(C(F)(F)F)oc2cc1O,-4.6
C=C(c1ccc(O)cc1)c1ccc(O)cc1,-3.2
Cc1ccc(S(=O)(=O)N(C(=O)NC(=O)Nc2ccccc2Cl)c2ccc(Cl)cc2)cc1,-3.1
O=C(NC1CCCCC1)c1ccc(CS(=O)(=O)c2ccc(Cl)cc2)o1,-2.5

# Some values from the list:
# CCOc1ccccc1CN(Cc1ccco1)S(=O)(=O)c1ccc(-n2cnnn2)c(OC)c1 in 14-3-3g Raf is listed with -3.7
# Cc1ccc(NS(=O)(=O)c2cc(Br)cc3c2N(C(=O)C2CC2)CC3)c(C)c1 in 14-3-3g Raf is listed with -14.6
# Cc1ccc(S(=O)(=O)N(C(=O)NC(=O)Nc2ccccc2Cl)c2ccc(Cl)cc2)cc1 in 14-3-3g Raf is listed with -3.1
# COc1ccc(CNC(=O)c2cnn3c2NC(c2ccc(OC)c(OC)c2)CC3C(F)(F)F)cc1 (stereo unspecified) in 14-3-3g Raf is listed with 1.4
# CCc1cc2c(=O)c(-c3ccc4c(c3)OCO4)c(C(F)(F)F)oc2cc1O in 14-3-3g Raf is listed with -4.6
# CC(C)Cn1c(N)c(C(=O)CSc2nnnn2-c2ccc(Cl)cc2)c(=O)n(C)c1=O in 14-3-3g Raf is listed with -2.7
# COc1ccccc1NC(=O)c1cccc(NC(=O)c2ccco2)c1 in 14-3-3g Raf is listed with -10.3

# Next section.
SMILES,14-3-3g Raf
CCOc1ccc(N2C(=O)Nc3ccc(Br)cc3C2(O)C(=O)NC(C)CC)cc1 (stereo unspecified),-7.4
Cc1ccccc1NC(=O)CSC(N)=O,-12.9
CN1C(=O)c2ccccc2C(C(=O)NCCCN2CCCC2=O)C1c1c[nH]c2ccccc12 (stereo unspecified),-0.6
Brc1ccc(-c2cn3cccnc3n2)cc1,-2.1
Cc1ccc(C(=O)N(Cc2nc(-c3ccc(C)cc3)no2)C(C)C)cc1,3.6
Nc1c(C(=O)Nc2ccc(F)cc2)nnn1-c1ccc(OC(F)(F)F)cc1,-1.2
COCCOC(=O)C1=C(C)NC2=C(C(=O)CC(C)(C)C2)C1c1ccc(OC)c(OC)c1 (stereo unspecified),-8.3
C=CCNC(=O)C(=O)NC1CCCCC1,14.5
Cc1ccc(-c2nnc3sc(CCc4ccccc4)nn23)cc1,1.7
O=C(O)CCCCCNc1nc2nc[nH]c2c(=O)[nH]1,-16.0
O=C(C1CCC1)N1CCc2cc(S(=O)(=O)NCCCN3CCN(c4ccccc4F)CC3)ccc21,31.1*
O=C(CNC(=O)c1ccco1)OCc1ccc(C(=O)Oc2ccccc2)cc1,3.2
COCCn1cc(C(=O)N2CCC(C)CC2)c2c3ccccc3n(C)c2c1=O,2.8
CCOC(=O)c1c(C)[nH]c(C)c1C(=O)COC(=O)c1cccc(S(=O)(=O)NC)c1,-13.4
COc1ccc(-n2nc3cc(C)c(NC(=O)Cc4ccccc4)cc3n2)cc1,-2.6
Cc1ccc(N2C(=O)NC3CC2(C)Oc2ccccc23)cc1C (stereo unspecified),8.5
CC(=O)OC1CC(C)(C)N(OC(=O)c2ccccc2)C(C)(C)C1,-5.8
CCC(C)NC(=O)c1cc(Sc2nnc(C)s2)nc2ccccc12 (stereo unspecified),-15.1
Cc1nc(SCN2C(=O)c3ccccc3C2=O)n[nH]1,-3.0&-6.7
CCc1ccc(N=c2oc3c(C)ncc(CO)c3cc2C(N)=O)cc1,-2.5
CC1(C)CC(=O)c2c(oc3c(Br)cc(NS(=O)(=O)c4cccc([N+](=O)[O-])c4)cc23)C1,0.9
Nc1c2c(nc3ccccc13)N(C1CCCCC1)CC2,-4.8
COc1ccc(Cn2c(SCc3cc(=O)n4ccccc4n3)nc3sc(C(=O)N(C)C)c(C)c3c2=O)cc1,-9.9
CC1CCCCN1C(=O)CN1C(=O)CN(C)C(=O)c2ccccc21 (stereo unspecified),-2.0
Cc1ccccc1Nc1c(-c2ccc(Cl)s2)nc2ccccn12,0.5
NC(=O)c1c(NC(=O)Cn2c(=O)oc3ccccc32)sc2c1CCCC2,-4.4
NC(C(=O)O)C(O)c1cccc([N+](=O)[O-])c1 (stereo unspecified),3.3
Cc1ccc(S(=O)(=O)Nc2ccc(Br)cc2C(=O)c2ccc(F)cc2)cc1,-8.6
O=C(NCc1ccc(F)cc1)C1CCN(S(=O)(=O)N2CCC3(CC2)OCCO3)CC1,0.6
CCN1CCN(CCNC(=O)c2ccc(CS(=O)(=O)c3ccccc3C)o2)CC1,-2.9
O=C(NCCNc1ccc(Cl)cc1[N+](=O)[O-])c1ccccc1Cl,-11.0
CSC1=N/C(=C\c2ccccc2F)C(=O)S1,-51.5
O=C(NC(c1ccccc1)c1c(O)ccc2ccccc12)C(F)(F)F (stereo unspecified),-16.9
COC(=O)c1c(N2C(=O)C3C4CCC(O4)C3C2=O)sc2c1CCCCCC2 (stereo unspecified),-6.9
Cc1ccc(SCCNC(=O)C(CO)(CO)CO)cc1,-4.5
CCOc1ccc2nc(N3CCCN(C(=O)Nc4ccccc4C)CC3)c(C#N)cc2c1,-4.2
COc1cc(OC)cc(C(=O)NCCSCc2ccco2)c1,18.9
CCC1CCc2c(sc(NC(=O)c3ccc(Cl)c([N+](=O)[O-])c3)c2C(=O)OC)C1 (stereo unspecified),2.6
CC(C)C(=O)Nc1ccc(S(=O)(=O)Nc2ncccn2)cc1,2.8
O=C(COC(=O)CSc1nnc(-c2ccc(Cl)cc2)o1)NCc1ccc2c(c1)OCO2,-3.3
O=C(CSc1ncnc2c1oc1ccccc12)c1cccs1,-0.7
CC(C)(C)c1csc(NC(=O)COc2ccc(Cl)cc2)n1,15.9
O=C(C1CCC(C(=O)N2CCCC2)CC1)N1CCCC1 (stereo unspecified),-5.6
CC(C)(C)C(=O)CSc1nc2ccccc2nc1Cc1cccc([N+](=O)[O-])c1,-4.6
Cc1cc(C)c(C#N)c(SCC(=O)Nc2ccccc2F)n1,-2.1
CCS(=O)(=O)Nc1ccc([N+](=O)[O-])cc1,-5.2
CCn1cc(C(=O)N=c2sc3ccccc3n2C)c(=O)c2ccc(C)nc21,-24.4
CC(C)(C)NS(=O)(=O)c1cccc2cccnc12,-8.3
CCOC(=O)c1[nH]c2ccc(F)cc2c1NC(=O)CNCc1ccccc1,1.5
C=CCNc1nnc(-c2ccc(Cl)cc2)s1,4.0
Cc1ccc(OCC(O)CN2CCN(CC(O)COC(C)C)CC2)c(C(C)(C)C)c1 (stereo unspecified),4.3
Cc1cccc(N2CCN(S(=O)(=O)c3ccc4[nH]c(=O)c(=O)[nH]c4c3)CC2C)c1 (stereo unspecified),-4.0
COC(=O)C1CCN(S(C)(=O)=O)CC1,6.0
CC12CCC(C(=O)NCCCn3ccnc3)(OC1=O)C2(C)C (stereo unspecified),1.0
COCCNc1ncnc2c1cnn2-c1ccc(Cl)cc1,3.6
COc1ccc(CCNC(=O)c2cc3ccccn3n2)c(OC)c1OC,-4.5
NC(=O)c1cc2ccc(O)cc2oc1=NCc1ccccc1,-0.9&-4.1
COC(=O)c1ccc(OCc2ccccc2Cl)c(OC)c1,-0.9
CCOC(=O)c1c(-c2ccsc2)csc1N,-10.2
O=C(c1cc2n(n1)C(C(F)(F)F)CC(c1ccc(F)cc1)N2)N1CCN(Cc2ccccc2)CC1 (stereo unspecified),-5.8

# Next records:
SMILES,14-3-3g Raf
CC(C)OCCCN1C(=O)c2ccccc2C1C(=O)NC1CCCCC1 (stereo unspecified),-8.8
COc1ccc2cc(-c3nnc(Nc4ccccc4C)s3)c(=O)oc2c1,-10.7
Cn1c(CN2CCCC2)nc2cc(NC(=O)COc3ccc(Cl)cc3)ccc21,-4.2
COc1ccc(-c2cc3nc(-c4cccs4)cc(C(F)(F)F)n3n2)cc1,1.3
CCCC(=O)OCC(=O)Nc1cc(C(C)(C)C)nn1-c1ccccc1,3.6
O=C(O)c1cccc(N2C(=O)CSC2c2c(F)cccc2Cl)c1 (stereo unspecified),-0.6
CS(=O)(=O)NCCSCc1c(F)cccc1Cl,-1.8
COc1cc(C(=S)N2CCCCC2)cc(OC)c1OC(=O)c1ccc(C)cc1,-1.0
COc1ccc(C2(CNC(=O)Cc3ccccc3)CCCC2)cc1OC,-8.7
O=C(CCCCCn1c(=O)[nH]c2ccsc2c1=O)N1CCN(C2CCCCC2)CC1,1.1
O=c1c(C=NCCCN2CCOCC2)c(CSc2ccc(Cl)cc2)[nH]n1-c1nc2ccccc2s1,-182.9
COc1cc(NS(=O)(=O)c2ccc3[nH]c(=O)sc3c2)cc(OC)c1,-9.0
O=C(Nc1ccc(Cl)cc1)c1cc(S(=O)(=O)NCC2CCCO2)ccc1F (stereo unspecified),-10.1
Cc1ccc2oc(=O)n(CC(=O)O)c2c1,2.0
CC1CCN(S(=O)(=O)c2ccc(F)c(C(=O)NCCC3=CCCCC3)c2)CC1,-7.0
Cc1cc(OCC(O)CN2CC(C)OC(C)C2)ccc1Cl (stereo unspecified),-1.3
CCOC(=O)C1=C(C)NC2=C(C(=O)CCC2)C1c1cc(C)sc1C (stereo unspecified),-15.0
CN1CCN(C(=O)c2nn3c(C(F)(F)F)cc(-c4ccc(Br)cc4)nc3c2Cl)CC1,-9.3
CC(C)(C)c1ccc(-c2nc(-c3ccccn3)no2)cc1,-4.2
CCSc1nc2nc(C)cc(C)n2n1,-3.8

# 4 entries from above, with the structure last:
14-3-3g Raf	Structure
3.6	CCCC(=O)OCC(=O)Nc1cc(C(C)(C)C)nn1-c1ccccc1
-0.6	O=C(O)c1cccc(N2C(=O)CSC2c2c(F)cccc2Cl)c1 (stereo unspecified)
-1.8	CS(=O)(=O)NCCSCc1c(F)cccc1Cl
-1.0	COc1cc(C(=S)N2CCCCC2)cc(OC)c1OC(=O)c1ccc(C)cc1

# Continuation:
SMILES,14-3-3g Raf
COc1ccc(OCc2nc3ccccc3n2C(C)c2ccccc2)cc1 (stereo unspecified),-4.1
COc1ccc(OC)c(N2Cc3ccc(OC)c(OC)c3C2=O)c1,-3.0
COc1cccc(OCC(O)Cn2nc(C)c(Br)c2C)c1 (stereo unspecified),2.9
O=C(c1ccc(S(=O)(=O)N2CCCC2)cc1)N1CCCc2ccccc21,-0.6&-4.6
Cc1ccc(-n2nnc3c(=O)n(CC(=O)NCC4CCCO4)cnc32)cc1 (stereo unspecified),-15.3
O=C1CCCC(=O)N1c1ccc(N2CCC(O)(c3cccc(C(F)(F)F)c3)CC2)c([N+](=O)[O-])c1,1.8
CN(Cc1ccccc1)S(=O)(=O)c1ccc2c(c1)CCN2C(=O)C1CCC1,-4.5
COC(=O)C1=C(C)NC2=C(C(=O)CC(c3cccc(OC)c3)C2)C1c1ccc(C)s1 (stereo unspecified),-0.8
Cc1cc(N2CCC(C)CC2)nc2ccc(NC(=O)CCC(=O)N3CCN(c4cccc(Cl)c4)CC3)cc12,-16.9
